Screening data as filed in PubChem.
SARS 3CLpro inh = SARS-CoV 3CLpro protease inhibition. inhibition, % at 6 µM. P0C6X7. 290,000 compounds, 0.14% hits. recombinant SARS-CoV 3CLpro, quenched FRET peptide cleavage. AID 1706; in the data active = inhibition above about 12%
Mtb FBA inh = Mtb fructose-bisphosphate aldolase inhibition | purified M. tuberculosis FBA, fluorescence read-out | inhibition, % at 1 µM | 360,000 compounds, 2.3% hits; in the data active = inhibition above about 27%;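 note: 0% = vehicle and 100% = reference inhibitor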
Target sequence (P9WQA3 whole entry, looked up): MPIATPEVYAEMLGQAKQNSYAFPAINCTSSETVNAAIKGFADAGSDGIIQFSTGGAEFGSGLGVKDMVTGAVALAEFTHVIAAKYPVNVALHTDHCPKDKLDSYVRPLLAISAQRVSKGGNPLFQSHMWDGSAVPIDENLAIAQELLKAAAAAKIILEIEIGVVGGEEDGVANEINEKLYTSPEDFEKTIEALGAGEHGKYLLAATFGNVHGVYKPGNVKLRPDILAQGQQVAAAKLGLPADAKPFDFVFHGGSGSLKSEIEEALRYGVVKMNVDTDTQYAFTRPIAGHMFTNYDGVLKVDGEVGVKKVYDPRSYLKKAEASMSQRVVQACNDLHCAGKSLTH
DUSP3 inh = DUSP3 (human) phosphatase inhibition | P51452 | inhibition, % at 13.3 µM | AID 1654 | recombinant VHR phosphatase, pNPP absorbance | 290,000 compounds, 0.52% hits; in the data active = inhibition above about 50%; note: some compounds called inactive have numbers as strong as hits
Target sequence (P51452 whole entry, looked up): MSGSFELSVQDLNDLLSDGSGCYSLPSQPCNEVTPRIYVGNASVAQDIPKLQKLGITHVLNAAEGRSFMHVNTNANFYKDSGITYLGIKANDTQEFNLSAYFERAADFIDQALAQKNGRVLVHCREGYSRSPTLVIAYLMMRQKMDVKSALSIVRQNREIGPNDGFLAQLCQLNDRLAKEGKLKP
Mtb UGM inh = blocks M. tuberculosis UGM enzyme; purified UGM, fluorescence polarization probe displacement; inhibition, % at 10 µM; 320,000 compounds, 0.06% hits; AID 504406; in the data active = inhibition above about 10%, passing the limit was not always enough
Rv3671c protease = inhibits the M. tuberculosis serine protease Rv3671c | inhibition, % at 5.96 µM | 320,000 compounds, 0.048% hits | AID 2606; in the data active = inhibition above about 38%;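 note: extracellular domain of Rv3671c used as enzyme; 0% = enzyme with DMSO and 100% = no enzyme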
Target sequence (P9WHR9 whole entry, looked up, the tested form may be a part): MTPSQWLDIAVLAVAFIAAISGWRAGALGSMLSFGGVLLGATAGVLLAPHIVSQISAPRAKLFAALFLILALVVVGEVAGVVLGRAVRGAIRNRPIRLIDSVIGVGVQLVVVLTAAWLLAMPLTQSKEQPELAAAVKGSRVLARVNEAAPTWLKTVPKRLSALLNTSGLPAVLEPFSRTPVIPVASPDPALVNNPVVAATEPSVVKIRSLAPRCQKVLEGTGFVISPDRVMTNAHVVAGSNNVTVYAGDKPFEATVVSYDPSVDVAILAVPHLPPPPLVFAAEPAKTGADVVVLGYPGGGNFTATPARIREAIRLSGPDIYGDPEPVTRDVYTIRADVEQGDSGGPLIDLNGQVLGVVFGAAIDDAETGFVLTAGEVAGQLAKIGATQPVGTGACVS
Vc quorum ag = inducers of Vibrio cholerae quorum light production without autoinducers | V. cholerae BH1578 lux reporter, luminescence, 6 h | activation, % at 18.7 µM | 350,000 compounds, 0.16% hits | AID 588436; in the data active = activation mostly above about 9.7%, no sharp cut-off; note: not every result past the cut was called active; inactives centre near 0; reference of the scale not given here
PriA SSB inh = K. pneumoniae PriA-SSBct interaction inhibition; 430,000 compounds, 0.6% hits; AlphaScreen SSBct-PriA binding, biotinylated peptide; AID 1272365; inhibition, % at 33 µM; in the data active = inhibition mostly above about 37%, no sharp cut-off; inactive = mostly below about 20%;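 note: plate controls were negative control peptide for no effect and reference peptide for full effect; strong numbers were not always called active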
BioA inh = BioA (M. tuberculosis) enzyme inhibition | purified M. tuberculosis BioA enzyme, plate reader | inhibition, % at 9.99 µM | 360,000 compounds, 0.096% hits; in the data active = inhibition above about 40%
MazEF act = MazEF (E. coli) toxin RNase activation | activation, % at 20 µM | FAM/BHQ RNA-DNA oligo cleavage fluorescence, 5 h | P0AE70 | AID 504720 | 350,000 compounds, 0.32% hits; in the data active = activation above about 50%
Target sequence (P0AE70 whole entry, looked up): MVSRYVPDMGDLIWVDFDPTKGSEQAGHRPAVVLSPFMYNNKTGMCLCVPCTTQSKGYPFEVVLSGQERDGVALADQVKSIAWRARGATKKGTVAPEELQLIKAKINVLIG
GDH-TPI inh = counter-screen for M. tuberculosis FBA inhibitors: GDH-TPI coupled enzymes | GDH-TPI coupled enzyme counterscreen, NADH absorbance | inhibition, % at 4.8 µM | 360,000 compounds, 1.2% hits; in the data active = inhibition above about 30%;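 note: 0% = DMSO wells and 100% = wells lacking the enzyme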
Active calls of the source: *; i = inactive; . = no result given. Only part of the results is shown; the hit share may differ from the screen's.

Results follow in this order: SARS 3CLpro inh, Mtb FBA inh, DUSP3 inh, Mtb UGM inh, Rv3671c protease, Vc quorum ag, PriA SSB inh, BioA inh, MazEF act, GDH-TPI inh
Oc1c(CN2CCOCC2)cc(COCc2ccccc2)c2cccnc12
    -0.4, -2.0, -6.1, -2.0, -2.4, -0.5, 93.0, -0.1, -7.5, 8.2
COc1ccc(/C=C/C(=O)O)cc1S(=O)(=O)NCc1cccnc1
    -0.3, 2.0, 14.9, -0.6, -1.4, i, -1.1, -0.9, -2.8, -6.0
Cc1cccc(NC(=O)CNC(=O)N2CC(=O)Nc3ccccc32)c1C
    1.6, -2.0, -2.2, 0.7, 6.1, -0.7, -6.5, ., 1.4, 9.2
CCOC(=O)/C(=N\Nc1ccccc1Cl)N(C)C1CCS(=O)(=O)C1 (configuration not stated)
    -0.4, -3.0, 13.0, -0.7, -1.1, i, ., ., 1.6, 11.0
CCOc1cc(-c2cc(-c3ccc(N)cc3)nc(N)c2C#N)ccc1O
    0.5, 29.3*, 25.3, 2.7, 3.6, 2.6, -7.1, -0.6, 9.5, 29.4
COC(=O)C1=C(c2ccc(S(C)(=O)=O)cc2)C[C@@H]2CC[C@H]1N2C(=O)NCc1ccccc1
    ., -1.8, ., -2.5, 6.2, -0.9, -16.8, 0.2, 2.2, -2.0
O=C(COC(=O)c1cnccn1)NC(=O)c1ccccc1
    ., 2.2, ., -0.6, -14.9, i, -1.0, -0.4, -1.8, 1.7
CCN(CC)Cc1c(C(=O)N/N=C(\C)c2ccncc2)nnn1-c1nonc1N
    -2.7, -0.3, -20.3, 2.3, -5.0, -2.2, ., ., 3.5, 6.6
Cc1onc(-c2ccccc2Cl)c1C(=O)NCC1CCCO1 (configuration not stated)
    4.1, 0.5, -6.2, -0.5, -6.4, 1.5, -5.2, 1.7, 1.3, 6.9
COc1ccccc1C(=O)Nc1nc2cc3c(cc2s1)OCO3
    -2.3, 0.3, -1.3, -0.8, -10.4, i, -17.6, 2.0, -17.1, -2.0
COc1ccccc1/C=C1\SC(=S)N(NS(=O)(=O)c2ccc(C)cc2)C1=O
    4.2, -8.4, 10.4, -2.1, -16.1, i, -1.4, 5.3, 0.5, 14.7
COc1ccc(CCNC(=O)CNC(=O)Cn2cnc3sc(C)c(C)c3c2=O)cc1OC
    1.1, -0.1, -20.3, -2.3, -2.0, 8.3, -0.4, -1.5, -2.3, -4.4
COC(=O)C1=C(C)N(CCCC(=O)O)C(=O)NC1c1ccc([N+](=O)[O-])cc1 (configuration not stated)
    ., -1.8, ., 0.9, -4.9, -1.2, -3.2, -0.9, -0.1, 6.7
Cc1ccc(S(=O)(=O)N2CCOCC2)cc1NC(=O)COC(=O)CNC(=O)c1ccc(Cl)cc1Cl
    -5.9, 1.4, -16.6, -2.4, ., -0.5, -0.6, 0.7, 5.6, 0.3
CCOc1nc(NCCO)nc(Nc2ccc([N+](=O)[O-])cc2)n1
    5.1, -2.6, -0.2, 2.2, 1.2, -0.6, -3.6, 1.2, 5.9, 30.3
O=C(O)/C=C/C(=O)Nc1nccs1
    -0.1, 0.8, 18.6, 0.1, 7.9, -0.5, -12.5, -1.5, -1.9, 7.4
CNC(=S)NNC(=O)c1cccn(Cc2ccccc2)c1=O
    -0.1, 9.8, 9.4, -1.6, 0.0, i, -3.1, -2.0, 6.0, 8.7
CCc1nc2ccc(C(=O)NCc3ccccc3OC)cn2c1N(CC)Cc1cccc(Br)c1
    ., 4.8, ., ., ., -0.8, ., -3.1, ., 4.9
C=CCNC(=O)CSc1nnc(-c2ccccc2Cl)n1-c1c(C)n(C)n(-c2ccccc2)c1=O
    -1.8, -1.3, -2.2, 2.5, -0.9, -0.9, -19.3, ., 1.1, -6.7
COc1ccc(C2Nc3ccc(Br)cc3C(c3ccccc3)N2CC(=O)O)cc1 (configuration not stated)
    1.7, -0.5, 22.7, 0.3, 2.7, -0.2, -18.0, ., 4.0, -12.2
O=C(NCC1CC1)Nc1cccs1
    2.1, 1.4, -27.3, 1.0, 0.1, i, -6.4, ., 7.6, -0.5
COc1ccc(OC)c(NC(=O)CN2C(=O)COc3ccc(S(=O)(=O)N4CCCC4)cc32)c1
    3.2, -2.8, -3.6, -3.8, 2.2, -0.3, 4.6, -1.4, 4.8, -13.3
Cc1cc(OCC(=O)N(Cc2ccco2)C2CCS(=O)(=O)C2)cc(C)c1Cl (configuration not stated)
    1.8, 0.3, -8.5, 1.5, 1.9, -0.7, 3.3, 2.1, -1.8, -3.8
Cc1cnc(C(=O)OCC(=O)Nc2ccc(Br)c(C)c2)cn1
    ., -0.4, ., 2.5, 2.0, -0.8, -10.9, -0.5, 0.7, -6.6
c1ccc(-c2csc(Nc3ccc4c(c3)OCCO4)n2)cc1
    -2.4, 2.0, 14.3, -0.2, 2.7, -0.8, 10.5, 1.4, -4.7, 9.9
COc1ccccc1NC(=O)C(C)OC(=O)CCNS(=O)(=O)c1cccc(C(F)(F)F)c1 (configuration not stated)
    ., -1.0, ., -2.4, -1.0, i, -18.8, -0.5, -0.6, 9.1
CCCCC(CC)C(=O)Nc1ccc(C#N)cc1 (configuration not stated)
    -0.4, 3.0, 14.6, 1.3, 2.5, -0.3, -14.4, 0.9, 2.6, 1.6
COc1ccc(NC(=O)CN(C)C(=O)CSCC(=O)Nc2ccc(C)cc2)cc1
    ., -0.6, ., -2.3, -2.7, -4.2, -0.6, 0.0, -2.4, -8.6
CCN(CC)CCOC(=O)c1ccc(N/C=C(/C#N)c2nc(-c3cc4ccccc4oc3=O)cs2)cc1
    -2.8, 11.2, 13.0, -1.1, ., i, 9.3, -1.4, -24.7, 17.5
O=C(Cn1cnnn1)Nc1cccc(S(=O)(=O)N2CCCCC2)c1
    2.6, -0.1, 12.5, 3.7, -0.2, -0.3, -2.4, ., 4.0, 8.4
Cc1ccc([C@H]2C[C@@H](O)[C@H](n3cc(COC(=O)c4ccccc4)nn3)CN2C(=O)C2CCCCC2)cc1
    ., -2.3, ., ., ., -0.4, ., 0.9, 6.2, 2.4
CCCC(=O)Nc1cc(C)c(NC(=O)Cc2ccccc2)cn1
    -1.2, ., 1.5, 2.2, -5.4, ., ., ., ., .
CCOC(=O)c1c(C)oc2c1c(C=NCc1ccccn1)c(O)c1ccccc12
    3.5, -1.7, 17.0, ., ., 0.3, 6.7, ., 3.9, 6.6
COc1ccc2c(c1)c(C(=O)CN1CCc3ccccc3C1)c(C)n2C
    4.5, -0.6, 5.1, -2.6, 0.4, i, -7.1, -0.1, 13.8, 26.9
CCOP(=O)(OCC)C(O)c1ccc(Br)cc1 (configuration not stated)
    -0.8, -0.7, 34.1, -2.5, 2.0, -0.6, -15.3, ., 2.2, -0.7
COc1ccc(C)cc1NC(=O)c1cc2c(CO)cnc(C)c2oc1=N
    -4.2, 8.5, 0.2, 0.0, -1.0, -0.1, -8.5, -2.3, 9.5, 0.5
O=C(CCc1ccccc1)NNC(=S)NCc1ccc(Cl)cc1
    -0.1, 0.1, 14.4, -0.1, 3.2, i, -8.3, -0.2, -2.0, 0.0
COC(=O)c1c(-c2ccccc2Cl)noc1/C=C/N(C)C
    -2.5, -2.8, 4.8, 0.5, -11.6, -0.3, 1.9, -3.2, -2.1, 25.3
CCOc1ccc(N(CC(=O)NCc2ccco2)S(C)(=O)=O)cc1
    -4.8, -2.7, -4.6, 0.9, -2.9, i, -11.1, -2.2, -5.1, -0.9
CCCCn1c(SCC(=O)N2CCCC2)nc2c1c(=O)n(C)c(=O)n2C
    -3.3, 0.0, 15.2, 1.3, 6.6, i, -6.9, -1.3, -5.4, 6.2
CCn1c(COc2ccc(C)cc2)nnc1SCC(=O)Nc1ccc(S(N)(=O)=O)cc1
    -0.8, -3.9, 32.2, 1.8, 2.3, 0.0, -13.1, 1.2, 0.0, -1.5
COC(=O)c1ccc(-c2ccc(Cl)cc2)nc1C
    1.9, -1.6, 1.7, 2.8, -9.0, 1.6, -51.1, 1.4, -1.4, -4.7
CN1C(N)=NC(=O)/C1=C/c1ccccc1F
    3.7, -4.1, 28.4, 2.1, -7.9, i, ., ., 3.3, 8.1
Cc1sc2nc(C)n(/N=C/c3ccc(O)cc3O)c(=O)c2c1C
    -5.6, 5.6, 32.4, 0.0, 4.3, 0.0, ., ., -3.3, 22.4
O=C(Nc1nccc(-c2cccs2)n1)c1cccs1
    0.4, -1.3, 34.0, -1.6, 1.4, 5.6, -4.7, ., 3.4, 8.1
CC1CC(=O)c2ccccc2C1C (configuration not stated)
    ., 4.5, ., ., ., i, -10.9, -1.0, 2.9, 13.2
O=C(CCN1C(=O)COc2ccccc21)NCCCN1CCN(c2ccccc2F)CC1
    -0.7, -2.6, 20.7, -2.0, -1.3, i, -1.8, -1.7, -4.8, -11.3
CCOc1ccc(NS(=O)(=O)c2ccc(NC(=S)NC(C)=O)cc2)cc1
    3.6, -0.7, 15.8, 0.0, -0.3, -0.2, -15.7, ., 4.8, 4.8
N/C(=N\OC(=O)N1CCOCC1)c1ccc(Cl)cc1
    -0.2, 1.1, 4.6, -1.8, 1.7, -0.7, ., -1.4, 1.3, -3.4
C=CCNC(=O)/C(=C/c1ccc(Br)cc1)NC(=O)c1ccccc1OC
    2.1, 3.5, 5.5, -1.5, 1.5, -0.7, -9.2, ., -4.0, 7.4
O=C(O)CCc1ccc(-c2ccc(Br)cc2)n1Cc1ccco1
    7.3, 0.2, 7.1, -1.2, -4.5, -0.6, -2.8, 0.2, -16.2, -4.9
O=C(CCC(=O)Nc1ccc(F)cc1)N/N=C/c1ccc(Br)cc1
    -0.8, -0.4, 9.5, -1.3, 4.6, -0.4, ., -1.4, -6.0, 8.2
Clc1ccc(OCc2nnc(-c3ccccc3Br)o2)cc1
    -1.6, -2.6, 10.2, 0.7, 7.4, -2.0, -32.6, -1.4, -6.6, 5.8
CCN(CC)c1ccc(NS(=O)(=O)c2ccc(-c3ccc(=O)[nH]n3)o2)c(C)c1
    -2.1, 4.8, 67.7, -0.8, 1.6, -0.2, -8.1, 0.8, -15.7, -0.9
CC(C)CC(N)c1csc(Nc2ccc(C(=O)N(C)Cc3ccccc3)cn2)n1 (configuration not stated)
    ., -1.4, ., ., ., -4.5, ., 1.0, ., 0.9
O=C(/C=C/c1cccc([N+](=O)[O-])c1)NCC1CCCO1 (configuration not stated)
    -2.0, 0.3, -23.4, -2.0, 4.7, i, 8.2, 0.8, 2.9, -2.5
Cc1ccc2cccc(Oc3nnnn3-c3ccccc3)c2n1
    4.1, -1.3, 43.7, 0.3, 16.3, -3.1, -18.0, ., 1.2, 3.0
C[C@H](CO)N1C[C@H](C)[C@@H](CN(C)Cc2ccc(-c3ccccc3)cc2)Oc2c(NS(=O)(=O)c3ccc(F)cc3)cccc2C1=O
    ., 0.4, ., -2.4, -1.4, i, 6.4, -0.4, 2.7, 6.0
C/C(=C(\C#N)C(=O)NCCN1CCOCC1)N(C)C
    -8.5, 1.9, 12.9, -2.5, 8.4, 1.7, -5.2, ., 9.0, 13.5
O=C(NCc1ccccc1)c1ccc2nc(N3CCOCC3)sc2c1
    -2.1, -0.7, 28.8, 3.9, -4.6, -0.6, -1.7, -0.3, 8.2, 5.3
Cc1ncc([N+](=O)[O-])n1CC(=O)NC1CCCCC1
    -1.7, -0.1, 1.5, -0.6, -3.4, -0.2, 2.3, -0.5, 7.9, 6.3
Cc1c(C(=O)Nc2ccccc2)oc2c1C(=O)CC(C)(C)C2
    -4.0, -0.6, 1.8, 3.4, 4.7, -0.9, -0.7, ., -4.2, -5.5

One compound at a time, from the list above. Values in the order: SARS 3CLpro inh | Mtb FBA inh | DUSP3 inh | Mtb UGM inh | Rv3671c protease | Vc quorum ag | PriA SSB inh | BioA inh | MazEF act | GDH-TPI inh
Cc1ncc([N+](=O)[O-])n1CC(=O)NC1CCCCC1 is entered as -1.7 | -0.1 | 1.5 | -0.6 | -3.4 | -0.2 | 2.3 | -0.5 | 7.9 | 6.3
CCOC(=O)c1c(C)oc2c1c(C=NCc1ccccn1)c(O)c1ccccc12 is entered as 3.5 | -1.7 | 17.0 | . | . | 0.3 | 6.7 | . | 3.9 | 6.6
COc1ccc(C)cc1NC(=O)c1cc2c(CO)cnc(C)c2oc1=N is entered as -4.2 | 8.5 | 0.2 | 0.0 | -1.0 | -0.1 | -8.5 | -2.3 | 9.5 | 0.5
